Pol kappa inh = DNA polymerase kappa (human) inhibition | hit rate 0.53% among 400,000 | purified Pol kappa, fluorescent DNA synthesis assay, 10 min | Potency, µM (top dose mostly 107 µM), for the others: at the highest dose activity, negative = inhibition, usual class: inhibitors; also: % is scaled to controls: 0 for no effect and ±100 for the full control effect
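10 nM Pol kappa was preincubated with compounds for 15 min at room temperature. Reaction started with 50 nM (final) substrate. Fluorescence read kinetically at 0 and 10 min.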
G9a block = inhibitors of human histone lysine methyltransferase G9a; Q96KQ7; G9a H3K9 monomethylation, AlphaScreen, 2 h; Potency, µM (titrated, usually from 102 µM), inactives show top-dose activity, negative = inhibition, usual class: inhibitors; hit rate 8.8% among 350,000; also: % is scaled to controls: 0 for no effect and ±100 for the full control effect; nearly all actives have a fitted effect of over 75% in size
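G9a (20 nM) was preincubated 15 min with compound, then reacted 2 h at room temperature with 500 nM biotin-H3K9 peptide and 20 µM SAM. Monomethyl-H3K9 detected by AlphaScreen using anti-H3K9me1 antibody.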
Pol beta inh = DNA polymerase beta (human) inhibition. P06746. Pol beta primer extension/strand displacement, fluorescence kinetic. Potency, µM (titrated, usually from 114 µM), without a hit: at the highest dose activity change, negative = inhibition, usual class: inhibitors. hit rate 1.3% among 340,000. AID 485314; also: % is scaled to controls: 0 for no effect and ±100 for the full control effect
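Reaction started by 50 nM substrate onto compound-treated Pol beta (10 nM, 15 min preincubation, room temperature); plates read at 0 min and 10 min. Normalized concentration-effect data fitted by four-parameter Hill equation.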
JMJD2A Tudor = blocks the human JMJD2A Tudor domain; Potency, µM (titrated, usually from 114 µM), for the others: at the highest dose activity change, negative = inhibition, most hits filed as inhibitors; hit rate 4.4% among 390,000; AlphaScreen JMJD2A-Tudor / H3K4me3 peptide binding; also: % is scaled to controls: 0 for no effect and ±100 for the full control effect; nearly all actives have a fitted effect of over 50% in size
APE1 inh = inhibitors of human APE1 endonuclease. AID 2517. hit rate 0.35% among 350,000. recombinant APE1, TAMRA/BHQ-2 abasic DNA cleavage fluorescence. Potency, µM (series often up to 65.8 µM), for the others: top-dose activity change, negative = inhibition, usual class: inhibitors;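 also: plate controls were vehicle for no effect and reference inhibitor for full effect; nearly all actives have a fitted effect of over 55% in size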
Target sequence (P27695 whole entry, looked up): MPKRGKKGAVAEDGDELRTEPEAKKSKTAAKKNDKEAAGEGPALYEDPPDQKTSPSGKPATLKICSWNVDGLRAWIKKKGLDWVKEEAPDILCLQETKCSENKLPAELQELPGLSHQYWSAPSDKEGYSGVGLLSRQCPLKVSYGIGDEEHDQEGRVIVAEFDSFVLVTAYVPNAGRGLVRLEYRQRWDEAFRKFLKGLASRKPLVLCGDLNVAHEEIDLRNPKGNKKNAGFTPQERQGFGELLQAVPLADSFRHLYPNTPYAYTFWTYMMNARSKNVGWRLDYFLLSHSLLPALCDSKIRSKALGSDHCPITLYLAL
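Endonuclease cleavage of a quenched abasic-site DNA duplex (50 nM) by APE1 (0.75 nM) was tracked by TAMRA dequenching. Compounds were preincubated with enzyme 15 min at room temperature; data normalized to buffer-only and DMSO wells plus NSC13755 control.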
POLI inh = blocks human DNA polymerase iota activity | Q9UNA4 | Pol iota fluorescent replication assay, 10 min | Potency, µM (series often up to 115 µM), for inactives: at the top dose activity, negative = inhibition, actives largely listed as inhibitors | hit rate 1% among 390,000
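Pol iota at 10 nM preincubated 15 min with compounds at room temperature; reaction started with fluorescent substrate, 50 nM final. Fluorescence read kinetically at 0 and 10 min; buffer-only wells as negative control.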
Pol eta inh = inhibitors of human DNA polymerase eta. Q9Y253. recombinant Pol eta, fluorescent DNA replication assay. Potency, µM (doses to about 114 µM), inactives show top-dose activity change, negative = inhibition, most hits filed as inhibitors. hit rate 1.2% among 390,000; also: % is scaled to controls: 0 for no effect and ±100 for the full control effect
Target sequence (Q9Y253 whole entry, looked up): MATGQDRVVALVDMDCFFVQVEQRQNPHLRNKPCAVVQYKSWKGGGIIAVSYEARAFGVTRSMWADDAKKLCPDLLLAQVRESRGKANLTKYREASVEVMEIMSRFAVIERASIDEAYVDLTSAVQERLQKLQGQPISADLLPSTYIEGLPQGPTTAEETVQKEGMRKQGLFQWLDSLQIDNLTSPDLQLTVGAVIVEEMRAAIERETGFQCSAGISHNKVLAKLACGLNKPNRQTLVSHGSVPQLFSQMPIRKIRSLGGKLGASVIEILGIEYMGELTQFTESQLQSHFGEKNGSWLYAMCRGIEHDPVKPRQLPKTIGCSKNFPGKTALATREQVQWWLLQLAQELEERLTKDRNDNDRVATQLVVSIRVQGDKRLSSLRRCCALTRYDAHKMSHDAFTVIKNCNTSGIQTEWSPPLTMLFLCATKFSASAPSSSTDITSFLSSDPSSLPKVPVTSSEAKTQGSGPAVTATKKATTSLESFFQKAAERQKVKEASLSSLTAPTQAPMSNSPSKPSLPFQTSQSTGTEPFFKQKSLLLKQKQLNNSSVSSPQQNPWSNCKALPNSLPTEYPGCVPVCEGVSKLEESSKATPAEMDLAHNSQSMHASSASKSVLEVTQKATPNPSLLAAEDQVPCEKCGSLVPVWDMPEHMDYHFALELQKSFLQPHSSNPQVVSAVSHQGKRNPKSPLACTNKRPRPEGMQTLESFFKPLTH
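Pol eta at 10 nM preincubated with compounds 15 min at room temperature; reaction started with fluorescent substrate (50 nM final) and read kinetically at 0 and 10 min.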
BLM helicase inh = Bloom syndrome helicase (human) inhibition; recombinant BLM DNA unwinding, fluorescence dequenching; AID 2528; Potency, µM (doses to about 56.1 µM), for inactives: top-dose activity change, negative = inhibition, hits mostly inhibitors; hit rate 0.2% among 350,000; P54132;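 also: plate controls were vehicle for no effect and no enzyme for full effect; nearly all actives have a fitted effect of over 35% in size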
BAZ2B block = BAZ2B (human) inhibition; Potency, µM (highest dose often 114 µM), without a hit: top-dose activity change, negative = inhibition, most hits filed as inhibitors; Q9UIF8; hit rate 4.4% among 360,000; AlphaScreen BAZ2B-H3K14Ac peptide displacement; also: % is scaled to controls: 0 for no effect and ±100 for the full control effect; nearly all actives have a fitted effect of over 60% in size
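Inhibition is scored as reduced AlphaScreen emission. The BAZ2B/b-H3(5-23)K14Ac complex (50 nM each) in PBS pH 7.4, 0.01% Tween-20 meets compound (up to 110 uM) for 30 min at RT before bead addition.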
The depositor's hits bear a star; ? = inconclusive; · = not tested or not shown; [ ] = another dose, or the depositor's remark. Calls follow the shape of the dose curve; as a rule, active = well fitted curve in the direction sought with a large enough effect; inconclusive = small, poorly fitted or top-dose-only effect, or another doubt; inactive = no such curve, though single readings can be large; an effect the other way counts as inactive or inconclusive. Potency is read from the fitted curve at half-maximal effect.

Values run as follows: Pol kappa inh	Pol eta inh	JMJD2A Tudor	G9a block	BLM helicase inh	BAZ2B block	POLI inh	Pol beta inh	APE1 inh
> CCn1cnc2c1c(=O)n(CC(=O)OC(C)C(N)=O)c(=O)n2Cc1ccccc1 (stereo unspecified)
  -11%	3%	1%	·	-2%	-12%	5%	20%	6%
> Cc1ccc(/C=N/n2c(-c3ccccc3)n[nH]c2=S)cc1
  -3%	5%	79µM*	1.1µM*	-10%	-28%	-2%	-23%	37%
> CC(Oc1ccc(F)cc1F)C(=O)NNC(=S)NCC1CCCO1 (stereo unspecified)
  -7%	1%	-19%	42%	-1%	-1%	28%	-9%	15%
> CCN(C(=S)NC(=O)Cc1ccc(OC)cc1)c1ccccc1
  2%	12%	-4%	·	·	·	-10%	·	·
> O=C(N1CCc2cc(S(=O)(=O)NC[C@H]3O[C@@H](n4ccc(=O)[nH]c4=O)[C@H](O)[C@@H]3O)ccc2C1)C(F)(F)F
  0%	-5%	-25%	·	·	·	-5%	·	·
> CC1CCN(Cc2c(C(=O)N/N=C/c3ccc(C(C)(C)C)cc3)nnn2-c2nonc2N)CC1
  -23%	-9%	-14%	-8%	0%	-5%	5%	17%	-5%
> COc1ccc(OC)c(NC(=O)Cn2ccn(-c3ccc(OC)c(OC)c3)c(=O)c2=O)c1
  -2%	-7%	?	?	-15%	-32%	-18%	?	·
> O=C(COC(=O)C1(c2ccc(F)cc2)CCCC1)N1CCNC1=O
  -11%	-8%	-19%	20%[12.7 µM]	·	-3%	14%	·	17%
> CCOC(=O)c1cc2cc(C)ccc2[nH]1
  -12%	-8%	4%	4%[12.7 µM]	-4%	-3%	57%[activator]	-19%	-1%
> COc1ccc(Sc2nc3ccccc3n3c(C(F)(F)F)nnc23)cc1
  -6%	-7%	11%	45%[12.7 µM]	2%	5%	-6%	8%	-3%
> Cc1ccccc1OCc1ccc(C(=O)N2CCOCC2)o1
  -1%	-5%	0%	21%	1%	5%	14%	17%	-8%
> CN(C)c1ccc(Nc2ncnc3ccc(Br)cc23)cc1
  4%	-19%	45µM*	10µM*	-2%	45µM*	14%	5%	5%
> COc1ccc(OC)c(NC(=O)CCn2c(=S)[nH]c3ccccc3c2=O)c1
  6%	-6%	-2%	14%	-3%	-16%	-11%	7%	37%
> CCc1nnc(NC(=O)c2ccncc2)s1
  -4%	9%	8%	5%[59 µM]	-5%	-2%	7%	-11%	1%
> COc1cc(C(=S)N2CCCC2)cc(OC)c1O
  -5%	-15%	2%	32µM*	1%	-3%	-1%	0%	-4%
> COc1ccc(N2CCN(C(=O)c3ccc(S(=O)(=O)NCc4ccco4)cc3)CC2)cc1
  -11%	4%	-28%	5%[12.7 µM]	·	-32%	-1%	·	9%
> Cc1csc(NC(=O)CCc2c(C)nc3cc(-c4cccc(F)c4)nn3c2C)n1
  -21%	-1%	-20%	-2%	1%	0%	-1%	1%	1%
> O=C(NC1CCCCCCC1)c1ccco1
  -9%	-15%	-1%	-13%[12.7 µM]	-2%	-5%	-3%	-20%	3%
> O=C(CN1C2=NCCN2c2ccccc21)N1CCOCC1
  -9%	-3%	-12%	6%[59 µM]	-7%	0%	15%	43%	10%
> Cc1ccc2nc(Cl)c(/C=N/NC(=O)CN3CCOCC3)cc2c1
  -4%	-21%	0%	·	·	·	-18%	·	·
> CC(OC(=O)c1ccc(NC(=O)CC#N)cc1)C(=O)Nc1ccc2c(c1)OCCO2 (stereo unspecified)
  1%	?	-16%	-21%[59 µM]	·	9%	11%	·	9%
> CN(C1CCS(=O)(=O)C1)S(=O)(=O)c1ccc(N2CCCC2=O)cc1 (stereo unspecified)
  2%	-10%	-11%	-3%[12.7 µM]	-1%	-1%	29%	1%	-1%
> O=[N+]([O-])c1cccc(N/N=C/c2cc([N+](=O)[O-])ccc2O)c1
  -27%	3%	-8%	-5%	-7%	-24%	?	?	3%
> Cc1cc(C)c2c(n1)SCC(=O)N2CC(=O)Nc1cc(F)ccc1F
  9%	-15%	-8%	12%	-11%	1%	-12%	0%	19%
> O=C(Nc1nc(-c2ccncc2)cs1)c1ccc(S(=O)(=O)N2CCOCC2)cc1
  -7%	-18%	-27%	?	-5%	10%	7%	7%	11%
> CC(CN(C)Cc1ccccc1)OC(=O)c1ccc2c(c1)OCCO2 (stereo unspecified)
  -2%	-16%	-6%	?	-3%	7%	?	-1%	-5%
> CN(C)c1cc(O)c(C(=S)Nc2ccccc2)c(N(C)C)c1
  -7%	?	?	4%[12.7 µM]	-15%	?	34%[activator]	28%	-5%
> CCc1ccccc1NC(=O)CCS(=O)(=O)c1ccc(C)cc1
  10%	-1%	-4%	13%[2.33 µM]	-2%	12%	-8%	2%	-4%
> O=c1[nH][nH]c(=O)c2c(NS(=O)(=O)c3ccccc3)cccc12
  6%	-15%	45µM*	-6%[59 µM]	-9%	-2%	49%[activator]	2%	-7%
> OCC1CCCCN1CCNCc1cn[nH]c1-c1cccc2ccccc12 (stereo unspecified)
  -4%	-24%	-23%	-50%	2%	-14%	8%	1%	0%

Continued.
Values run as follows: Pol kappa inh	Pol eta inh	JMJD2A Tudor	G9a block	BLM helicase inh	BAZ2B block	POLI inh	Pol beta inh	APE1 inh
> CCOC(=O)c1c(NC(=O)CCN2C(=O)c3ccccc3C2=O)sc(C(=O)OC(C)C)c1C
  -5%	-8%	-9%	·	0%	2%	20%	-5%	-9%
> CC(=O)Nc1cc([N+](=O)[O-])ccc1N1CCOCC1
  0%	6%	-8%	-3%	-1%	13%	13%	-20%	0%
> CC1Cc2ccccc2N1Cc1nc2cc(Cl)ccc2c(=O)[nH]1 (stereo unspecified)
  -16%	?	?	?	-1%	?	48%[activator]	0%	1%
> Cc1ccc(C)c(-n2c(N)c(C#N)c3nc4ccccc4nc32)c1
  -28%	-3%	-14%	-2%[59 µM]	-3%	-1%	25µM*	3%	·
> O=C(CCc1nnc(CCCCc2ccccc2)o1)NCc1cc(F)ccc1F
  -13%	-14%	-15%	15%	-6%	2%	109%[activator]	18%	-4%
> COc1ccc(CCNC(=O)COC(=O)CCC(=O)c2ccc(F)cc2)cc1OC
  -1%	-12%	-2%	16%	2%	-5%	46%[activator]	34%	-6%
> Cc1cc(C)c(S(=O)(=O)O)c(C)n1
  -17%	-8%	-18%	-2%[59 µM]	-1%	-38%	19%	-13%	1%
> COc1cc(-c2nnc(NC(=O)CS(=O)(=O)c3ccc(F)cc3)o2)cc(OC)c1OC
  -5%	-16%	40µM*	-5%	·	56µM*	24%	·	11%
> CC1CC(C)CN(CCCn2c(=S)[nH]c3ccccc3c2=O)C1 (stereo unspecified)
  -9%	-13%	-15%	79µM*	7%	1%	-3%	7%	6%
> O=C(C1CCN(S(=O)(=O)c2cccs2)CC1)N1CCN(c2cccc(Cl)c2)CC1
  -7%	-7%	-11%	-4%[59 µM]	-12%	-2%	58%[activator]	-10%	·
> O=C(NCC1CCCO1)c1ccccc1NS(=O)(=O)c1cc([N+](=O)[O-])ccc1Cl (stereo unspecified)
  -1%	-14%	-18%	·	·	·	-20%	·	-7%
> CC(C)=C1C2CCC1C(C(=O)NCCc1ccccc1)C2C(=O)O (stereo unspecified)
  -3%	-3%	-18%	-8%	-10%	-7%	?	3%	0%
> COc1cccc(C=NNC(=O)c2ccncc2)c1O
  -7%	-19%	56µM*	·	·	·	35%[activator]	·	·
> CCOC(=O)c1oc2c(c1C)/C(=N/O)CCC2
  -24%	1%	-8%	12%	1%	-10%	16%	0%	2%
> CSc1ncc(Cl)c(C(=O)Nc2ccccc2[N+](=O)[O-])n1
  -3%	-3%	-7%	8%[59 µM]	1%	3%	78%[activator]	48%	-10%
> CC(C)c1ccc(N(CC(=O)NCCSCc2ccco2)S(C)(=O)=O)cc1
  6%	-25%	-8%	?	-2%	?	47%[activator]	3%	-4%
> COc1ccc(OCc2nnc(SCC(=O)NCC3CCCO3)n2N)cc1 (stereo unspecified)
  -11%	-2%	-14%	·	·	·	17%	·	-1%
> Cc1csc(NC(=O)CSc2nnc3c4ccccc4nc(C(C)(C)C)n23)n1
  -4%	-13%	-12%	-2%[0.501 µM]	-10%	3%	?	31%[activator]	1%
> COC(=O)c1ccc(OC(=O)c2cnccn2)cc1
  -5%	-9%	-20%	-22%	-5%	-11%	-2%	33%	-3%
> COc1cccc(-c2nn(C)c3sc(C(=O)N4CCN(c5cccc(C)c5)C(C)C4)cc23)c1 (stereo unspecified)
  2%	-23%	?	?	-9%	·	22%	-10%	·
> CCOC(=O)Nc1ccc(S(=O)(=O)NCc2ccccc2)cc1
  -6%	-6%	1%	-42%[0.0925 µM]	-4%	5%	63%[activator]	26%	19%
> O=C(O)CC(CCc1ccccc1)OC1OC(CO)C(O)C(O)C1O (stereo unspecified)
  2µM*	0.79µM*	8.9µM*	?	-9%	?	1.8µM*	0.71µM*	0.35µM*
> COc1ccc(CNC(=O)c2cc3sccc3n2C)cc1
  -6%	·	-4%	-11%[59 µM]	-2%	-35%	10%	4%	·
> Cc1ccc(C(=O)NC2c3ccccc3-c3ccccc32)cc1
  -1%	-16%	-5%	5%	4%	3%	-20%	21%[57.1 µM]	4%
> NC(=O)c1cc(C(=O)Cc2ccc(Cl)cc2)c[nH]1
  -8%	-18%	7%	26%	3%	6%	108%[activator]	20%	-14%

Ordered by formula weight (low to high): part of the list above.
Values run as follows: Pol kappa inh	Pol eta inh	JMJD2A Tudor	G9a block	BLM helicase inh	BAZ2B block	POLI inh	Pol beta inh	APE1 inh
> NC(=O)c1cc(C(=O)Cc2ccc(Cl)cc2)c[nH]1
  -8%	-18%	7%	26%	3%	6%	108%[activator]	20%	-14%
> O=C(O)CC(CCc1ccccc1)OC1OC(CO)C(O)C(O)C1O (stereo unspecified)
  2µM*	0.79µM*	8.9µM*	?	-9%	?	1.8µM*	0.71µM*	0.35µM*
> COc1ccc(CCNC(=O)COC(=O)CCC(=O)c2ccc(F)cc2)cc1OC
  -1%	-12%	-2%	16%	2%	-5%	46%[activator]	34%	-6%

High-throughput results deposited in PubChem BioAssay by National Center for Advancing Translational Sciences (NCATS).

These rows are one share of the data; rates above refer to the full screens.
